Bioassay records (PubChem BioAssay)
DNMT1 block – human DNMT1 methyltransferase inhibitors, primary screen, biochemical, molecular beacon, fluorescence, HinP1I cleavage, uHTS. 360,000 compounds, 0.83% hits. inhibition (reported as % activation of signal), % at 10 µM. AID 588458, 2011. DNA (cytosine-5)-methyltransferase 1 (Homo sapiens), P26358; in the data active means inhibition above about 50%
Rin1 Abl inh – inhibitors of Rin1-Abl protein binding, primary screen, biochemical, TR-FRET. Tyrosine-protein kinase ABL1 (Homo sapiens) + Ras and Rab interactor 1 (Homo sapiens), …. inhibition, % at 7.35 µM. 360,000 compounds, 0.4% hits. AID 588664, 2011; in the data active means inhibition above about 5%, passing the limit was not always enough
Rpn11 inh – Rpn11 (PSMD14) deubiquitinase inhibitors, primary screen, biochemical, fluorescence polarization, uHTS | 26S proteasome non-ATPase regulatory subunit 14 (Homo sapiens), O00487 | human 26S proteasome, Ub4-pepOG fluorescence polarization; 20S core pre-blocked with epoxomicin | calls only at 20 µM | 360,000 compounds, 0.59% hits | AID 588493, 2011;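 active means inhibition at 20 µM, scaled to each plate's controls, above about 33%, limit read from the data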
NadD block – inhibitors of S. aureus NadD, primary screen, biochemical, colorimetric, uHTS | purified NadD enzyme, colorimetric absorbance read-out | Nicotinate-nucleotide adenylyltransferase NadD (Staphylococcus aureus N315) | AID 602399, 2012 | inhibition, % at 20 µM | 360,000 compounds, 0.78% hits; in the data active means inhibition above about 26%; further: some compounds past the cut are filed as inactive
CSN inh – inhibitors of CSN-mediated cullin deneddylation, primary screen, biochemical, fluorescence polarization, uHTS. COP9 signalosome complex subunit 5 (Homo sapiens), Q92905. Purified CSN, SCF-Nedd8-OG deneddylation. inhibition, % at 12.5 µM. 360,000 compounds, 0.38% hits;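 active means pattern-corrected inhibition above about 35%, with an unprinted fluorescence ratio check between 0.5 and 1.5, limit read from the data, passing the limit was not always enough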;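 further: 0% = enzyme with substrate and 100% = substrate without enzyme; some results filed as inactive read as strong as hits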
Target sequence (Q92905 whole entry, looked up, one chain of several): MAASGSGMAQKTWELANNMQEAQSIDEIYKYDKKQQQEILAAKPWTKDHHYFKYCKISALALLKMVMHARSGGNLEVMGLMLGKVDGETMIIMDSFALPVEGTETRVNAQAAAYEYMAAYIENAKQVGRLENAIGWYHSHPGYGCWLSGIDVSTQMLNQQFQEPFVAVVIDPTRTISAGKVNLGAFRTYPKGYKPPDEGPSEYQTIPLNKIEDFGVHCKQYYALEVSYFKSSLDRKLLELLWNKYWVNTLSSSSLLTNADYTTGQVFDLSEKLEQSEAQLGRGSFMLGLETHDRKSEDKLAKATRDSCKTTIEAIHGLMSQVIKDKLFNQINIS
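Detection – fluorescence polarization · System – HEK293T-derived human Csn5 enzyme · Controls – substrate-only high control, full reaction low control · Timing – 90 min, room temperature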
STEP inh – STEP phosphatase inhibitors, primary screen, biochemical, fluorescence intensity, uHTS; inhibition, % at 20 µM; Tyrosine-protein phosphatase non-receptor type 5 (Homo sapiens), P54829; recombinant STEP, OMFP fluorogenic substrate; 360,000 compounds, 0.25% hits; AID 588621, 2011;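 active means inhibition at 20 µM, scaled per plate between control wells, above about 37%, limit read from the data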;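 further: 0% = DMSO with enzyme and substrate and 100% = substrate only without enzyme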
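System: STEP phosphatase, cell-free reaction; Buffer or medium: Bis-Tris pH 6.0 buffer with DTT, detergent; Incubation: 20 min at room temperature, dark; Measured by: fluorescence, 480/540 nm.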
SUMO1-SIM PPI – modulators of SUMO1 protein-protein interactions, primary screen, biochemical, uHTS; 360,000 compounds, 0.33% hits; SUMO1 binding to a labelled peptide, TR-FRET, 1 h; inhibition, % at 20 µM; in the data active means inhibition above about 37%
Neddylation inh – inhibitors of cullin neddylation, primary screen, biochemical, TR-FRET, uHTS, NAE and Ubc12 | 360,000 compounds, 0.58% hits | NEDD8-conjugating enzyme Ubc12 (Homo sapiens) + NEDD8-activating enzyme E1 regulatory … | calls only at 25 µM; in the data active means inhibition above about 36%
Target sequence (P61081 whole entry, looked up): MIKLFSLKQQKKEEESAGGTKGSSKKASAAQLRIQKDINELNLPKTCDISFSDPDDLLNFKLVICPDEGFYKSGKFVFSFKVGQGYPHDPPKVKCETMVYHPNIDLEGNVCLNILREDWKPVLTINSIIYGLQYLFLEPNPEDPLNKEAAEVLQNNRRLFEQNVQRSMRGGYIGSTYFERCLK
Target sequence (Q13564 whole entry, looked up): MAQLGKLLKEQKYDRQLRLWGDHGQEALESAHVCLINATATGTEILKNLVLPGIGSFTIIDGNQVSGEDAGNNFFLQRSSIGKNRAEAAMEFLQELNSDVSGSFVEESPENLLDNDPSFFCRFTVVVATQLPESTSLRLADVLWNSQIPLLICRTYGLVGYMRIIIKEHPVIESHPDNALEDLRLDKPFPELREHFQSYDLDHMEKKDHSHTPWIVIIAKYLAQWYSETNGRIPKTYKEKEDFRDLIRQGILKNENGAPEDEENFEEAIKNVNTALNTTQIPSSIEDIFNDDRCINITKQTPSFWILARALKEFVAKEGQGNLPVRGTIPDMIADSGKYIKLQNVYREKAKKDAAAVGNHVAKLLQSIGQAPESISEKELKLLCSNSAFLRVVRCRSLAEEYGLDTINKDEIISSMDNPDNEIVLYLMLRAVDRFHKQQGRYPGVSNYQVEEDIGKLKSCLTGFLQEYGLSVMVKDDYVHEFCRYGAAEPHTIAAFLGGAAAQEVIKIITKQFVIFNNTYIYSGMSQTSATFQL
LMPTP block – LMPTP phosphatase inhibitors, primary screen, biochemical, fluorescence intensity, uHTS; AID 651560, 2012; 360,000 compounds, 0.22% hits; inhibition, % at 20 µM; recombinant LMPTP-A, OMFP fluorogenic substrate; Low molecular weight phosphotyrosine protein phosphatase (Homo sapiens), P24666;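 active means compounds that cut the enzyme signal by at least half of the control window in the single-dose screen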;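 further: plate controls were DMSO wells with enzyme plus substrate for no effect and substrate without enzyme for full effect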
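Test system – LMPTP-A enzyme · Amount – LMPTP-A at 0.625 nM final in the reaction · Buffer or medium – Bis-Tris pH 6.0, DTT, detergent · Reagent – OMFP 400 µM · Doses – single 20 µM dose · Schedule – reaction 50 min, room temperature, dark · Detection – fluorescence intensity of OMFP turnover product · Evaluation – percent inhibition versus substrate-only and uninhibited controls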
Scp-1 inhibitor – Scp-1 phosphatase inhibitors, primary screen, biochemical, colorimetric, uHTS | 340,000 compounds, 0.88% hits | AID 493091, 2011 | Recombinant Scp1, phosphopeptide, malachite green phosphate absorbance | inhibition, % at 20 µM;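 active means inhibition above about 50% at 20 µM, limit read from the data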;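 further: plate controls were DMSO wells with enzyme for no effect and wells lacking enzyme for full effect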
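System: truncated SCP-1 phosphatase (76-261aa); medium: Tris acetate buffer pH 5.5 with MgCl2 and Tween-20; incubation: 45 min room-temperature reaction, 5 min colour, 30 min stabiliser; compound: single 20 µM dose, 1% DMSO; reagent: Phosphorylated 17-residue peptide substrate; read-out: % inhibition at 20 µM; technique: colorimetric free-phosphate detection, absorbance 630 nm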
An asterisk follows results filed as active; i = inactive; nt = not tested or not shown; + = active, no number. No enrichment for hits; overall some 3.8% were active at least once.

Each structure is followed by: DNMT1 block, Rin1 Abl inh, Rpn11 inh, NadD block, CSN inh, STEP inh, SUMO1-SIM PPI, Neddylation inh, LMPTP block, Scp-1 inhibitor
> COc1ccc(NS(=O)(=O)c2cnc[nH]2)cc1
  1, 3, i, -3, 5, 1, -1, i, -0.7, -10
> COCCN1CC(CNC(=O)c2cc(COc3ccc(C)c(C)c3)on2)CC1=O (centres undefined)
  1, 0, i, -2, 3, 1, 3, i, -0.3, -1
> COc1ccc(-c2c(C#Cc3ccsc3)c3ccccc3n2C)cc1
  32, -2, i, 27, 1, 0, 2, i, 51*, 46
> COc1ccc(NC(=O)c2ccc3c(c2)C(=O)N(CC2CCCO2)C3=O)cc1 (centres undefined)
  0, 0, i, -5, -2, 0, -23, i, -1.3, -4
> Cc1ccc(S(=O)(=O)Nc2nc(C)c(NC(=O)Nc3ccc(Cl)cc3Cl)s2)cc1
  -3, -1, i, 16, 0, 4, 13, i, 4.5, -8
> O=C(COC(=O)c1cccnc1Cl)Nc1ccc2c(c1)OCCO2
  -4, -1, i, -6, -10, 0, -2, i, -2.2, -2
> COc1ccccc1NC(=O)CSc1ccc2nnc(-c3ccccn3)n2n1
  -4, -4, i, 0, 2, -1, 5, i, -1.8, -7
> CCOC(=O)C1=C(C)N(C[C@@H]2CC[C@@H](Cc3ccc(-c4ccccc4)cc3)O2)C(=O)NC1c1ccc(SCc2ccco2)c([N+](=O)[O-])c1 (some centres undefined)
  94*, -3, i, 59*, 19, 1, 6, i, 5.9, 35
> O=C(CSc1ncnc2c1nnn2-c1ccc(F)cc1)NCC1CCCO1 (centres undefined)
  1, 2, i, -3, -4, -2, -2, i, -0.7, -10
> Cc1ccc(Cl)c(OCC(=O)OCC(=O)c2ccc[nH]2)c1
  -1, -1, i, -3, -5, 0, -3, i, 2.3, 2
> CN(C)C(=O)CCN1CCOCC1
  -3, 2, i, 0, 5, -1, 3, i, -0.1, -4
> CCc1cc(C(c2ccncc2)N2CCN(C)CC2)c(NC(=O)c2ccccc2)s1 (centres undefined)
  2, -2, i, -3, 2, 3, -4, i, -2.9, -6
> COc1ccc(CNC(=O)c2ccc(-c3c(C)noc3C)c3ccoc23)cc1OC
  5, -1, i, 0, -2, -1, 6, i, 1.7, nt
> COC(=O)CNC(=O)c1cc(OC)cc(OC)c1
  0, -1, i, -3, -3, -1, 2, i, -1.7, -3
> O=[N+]([O-])c1cccc(/C=N/Nc2cc(N3CCOCC3)ncn2)c1
  -4, 3, i, 3, 1, 0, -17, i, 0.4, -14
> COC(=O)c1ccc(CSc2n[nH]c(-c3ccccc3)n2)o1
  -1, 4, i, -4, -1, -3, 1, i, -2.7, -3
> CCN(CC)S(=O)(=O)c1ccc(F)c(C(=O)NCCC(C)C)c1
  -1, 0, i, -4, 5, -3, 1, i, 0.8, 4
> CC(=O)N1CCc2cc(S(=O)(=O)Nc3ccc(C)cc3C)ccc21
  -1, 0, i, -9, -1, 1, -4, i, 1.4, -10
> COc1ccccc1CNC(=O)CSc1nc(N)c(C#N)c(-c2cccs2)c1C#N
  6, -2, i, -5, -2, 2, 1, i, 1.4, 3
> CCCc1cc(N2CCCC(C(=O)NCc3ccc4c(c3)OCO4)C2)n2ncnc2n1 (centres undefined)
  -1, -1, i, -5, -1, 0, -1, i, -0.1, 6
> CCOCC(=O)Nc1nc2ccc(S(C)(=O)=O)cc2s1
  1, -1, i, -2, 1, -6, -3, i, -1.5, -10
> O=S(=O)(c1cnccc1N1CCN(CCO)CC1)N1CCCC1
  -6, -2, i, -1, 3, -2, 1, i, -2.9, nt
> Cc1cc(C(=O)N2CCC2(C)C(=O)Nc2cc(C(C)(C)C)nn2C)nn1C (centres undefined)
  -1, 0, i, -3, -6, 6, 3, i, -3.1, nt
> O=C(N/N=C/c1cc2c(cc1Br)OCO2)c1cc2ccccc2o1
  0, 0, i, 15, 2, 2, 4, nt, 2.7, 58*
> Cc1ccccc1C(=O)N1CCC2CC1c1cc(-c3ccc(F)cc3)ccc12 (centres undefined)
  0, -1, i, -4, -2, 4, 5, i, 6.4, -8
> COc1ccc([C@@H]2CC=C(C(=O)O)[C@H](c3ccccc3)N2S(=O)(=O)c2ccc(C)cc2)cc1OC
  0, 2, i, 0, 7, -2, 0, i, -0.8, 19
> CCOC(=O)C1CCCN(C(=O)CSc2ccccc2)C1 (centres undefined)
  -1, 0, i, 1, 8, -2, -2, i, -1.2, 6
> CN(C(=O)c1cccc(Nc2ccc(-c3ccc4c(c3)OCCO4)nn2)c1)C1CCCCC1
  -9, 0, i, 24, -3, 1, 0, i, 2.6, 10
> CNC(=O)N(O)C1N(/N=C/c2c(F)cccc2Cl)C(=S)SC1(C)C (centres undefined)
  5, 0, i, -2, -1, 3, 9, i, 1.5, 2
> CSc1nc2n(n1)C(c1cccs1)C1=C(CCCC1=O)N2 (centres undefined)
  -3, 1, i, -6, -2, 4, 1, +, -0.7, -5
> CC(=NCC1CCCO1)c1c(O)[nH]c(=O)[nH]c1=O (centres undefined)
  1, 0, i, -5, -3, 0, -5, i, -3.6, -7
> COc1ccc(C(=O)OC(C)C(=O)NCC2CCCCC2)cc1S(=O)(=O)N1CCOCC1 (centres undefined)
  -3, 2, i, -41, -2, -2, 15, i, -1.0, -17
> CCC(C)(C)NC(=O)C(c1ccc(F)cc1)N(CCOC)C(=O)CCC(=O)Nc1nccs1 (centres undefined)
  1, 0, i, -6, -4, 1, 4, i, -0.5, -7
> CC(C)(C(=O)N1CCC1(C)C(=O)NS(=O)(=O)c1cccc(C#N)c1)c1ccccc1 (centres undefined)
  -4, 0, i, -2, 4, -1, 1, i, -2.3, nt
> COc1cccc(C2=Cc3ccc(F)cc3C(CC(C)=O)N2c2ccc(C#CC3(O)CCCCC3)cc2)c1 (centres undefined)
  nt, nt, nt, 23, 8, nt, 7, nt, 4.0, nt
> Cc1ccnc(NC2(C(F)(F)F)N=C(c3ccccc3)NC2=O)c1 (centres undefined)
  -3, 0, i, 0, -2, 1, 3, i, -1.1, 2
> CCN(CC)S(=O)(=O)c1ccc(N2CCOCC2)c(NC(=O)CC2OC(=O)c3ccccc32)c1 (centres undefined)
  1, 0, i, 3, 4, 1, 0, i, 0.2, -1
> O=C(O)c1ccc(S(=O)(=O)N2CCCCCC2)cc1
  2, -4, i, -3, 1, 0, 0, i, -2.1, -10
> Cc1onc(-c2ccccc2Cl)c1C(=O)N1CCOC12CCN(c1cccc(F)n1)CC2
  -1, -1, i, 2, -11, 6, 1, i, 0.6, 2
> Cc1cc(OCC(=O)NC(Cc2ccc(Cl)cc2)C(=O)O)c2c(C)c(C)c(=O)oc2c1 (centres undefined)
  2, -3, i, 1, 8, -2, 3, nt, -2.9, 26
> Cc1ccc(NC(=O)CSc2nnc(-c3cnccn3)n2Cc2ccco2)cc1C
  0, -4, i, -4, 2, -2, 6, i, -0.4, -2
> CN(C)c1ncnc2c1C(c1ccccc1)C(C)(C)O2 (centres undefined)
  -2, 2, i, -2, 0, 0, -1, i, -1.0, 2
> CCCCCc1c(C)nc(NCc2ccccc2)[nH]c1=O
  1, 1, i, -3, 2, -1, 2, i, -0.4, 3
> CCCCc1ccc(NS(=O)(=O)c2cccc(C(=O)N3CCNC(=O)C3)c2)cc1
  -1, 1, i, -3, 0, -2, 3, i, -1.4, -2
> O=C(NCc1ccco1)C(c1ccncc1)N(C(=O)Cn1nnc2ccccc21)c1ccccc1 (centres undefined)
  -1, 1, i, 3, 0, 0, -7, i, -2.0, -5
> O=C(Nc1ccc(F)cc1)C(Sc1nc2ccccc2[nH]1)c1ccccc1 (centres undefined)
  10, -2, i, 4, -11, 1, 0, i, 2.5, 1
> Cc1oc(=O)c(NC(=O)c2cccc(Cl)c2)cc1C(=O)c1ccccc1
  4, -4, i, 3, 2, 4, -7, i, 0.9, -7
> O=C(CSc1ncnc2ccccc12)N1CCCC1
  4, -2, i, -2, 3, 0, 0, i, -0.3, 3
> Cc1cccc(C(=O)Nc2ccc(Oc3cnccn3)cc2)c1
  2, 0, i, 0, -1, 2, 6, i, -0.6, -7
> CC(C)(C)c1ccc(C(=O)NCC(=O)OCC(=O)Nc2nc(-c3ccc(F)cc3)cs2)cc1
  0, -5, i, 13, 1, 2, 1, i, 1.3, -9

Structural class, the compounds so far containing a cyano group.
Each structure is followed by: DNMT1 block, Rin1 Abl inh, Rpn11 inh, NadD block, CSN inh, STEP inh, SUMO1-SIM PPI, Neddylation inh, LMPTP block, Scp-1 inhibitor
> COc1ccccc1CNC(=O)CSc1nc(N)c(C#N)c(-c2cccs2)c1C#N
  6, -2, i, -5, -2, 2, 1, i, 1.4, 3
> CC(C)(C(=O)N1CCC1(C)C(=O)NS(=O)(=O)c1cccc(C#N)c1)c1ccccc1 (centres undefined)
  -4, 0, i, -2, 4, -1, 1, i, -2.3, nt

(listing goes on)
Each structure is followed by: DNMT1 block, Rin1 Abl inh, Rpn11 inh, NadD block, CSN inh, STEP inh, SUMO1-SIM PPI, Neddylation inh, LMPTP block, Scp-1 inhibitor
> CC(=O)c1c(C)[nH]c(C(=O)OCCOc2ccccc2)c1C
  -1, 2, i, -4, 0, 3, -1, i, 1.5, -2
> Cc1ccc2nc(NC(=O)c3ccc4c(c3)OCO4)sc2c1
  10, -24, i, 2, 14, 0, -4, i, 0.0, -11
> COc1ccc(Nc2nc(Nc3ccc(OC)cc3)nc(-n3[nH]c(=O)c(C)c3C)n2)cc1
  -19, -1, i, 30, 3, 3, 10, i, 1.8, -4
> CCCCN(C)C(=O)c1ccc(Nc2nc(C(N)Cc3ccc(C(F)(F)F)cc3)cs2)nc1 (centres undefined)
  -24, 8.1*, i, 16, 4, 10, -63, i, 1.5, nt
> CSc1ccccc1NS(=O)(=O)c1cccc2nonc12
  8, -1, i, -1, 5, 15, -20, i, 2.7, 34
> COc1ccc(F)cc1S(=O)(=O)N1CCC(C(N)=O)CC1
  -1, -1, i, -1, 3, 1, 4, i, -0.1, -5
> CCOc1ccc(-c2nc(C#N)c(N3CCN(CC)CC3)o2)cc1
  3, -3, i, -10, -1, 0, 2, i, 0.8, -11
> CCCC1CCC(=NNC(=O)CNc2ccc(OC)cc2)CC1 (centres undefined)
  -25, -2, i, 10, 5, 4, 11, i, 2.8, 24
